From PubChem
HIV peptide binding = inhibitors of HIV fusion peptide binding, primary screen, biochemical, uHTS, fluorescence dequenching (AID 1986) | cell-free peptide binding, fluorescence dequenching, 30 min; higher % means a stronger effect | one-dose inhibition, % at 20 µM; IC50 in µM for titrated hits | 0.3% of 290,000 active; in the data active means inhibition mostly above about 52%, no sharp cut-off; inactive means mostly below about 76%; further: some results filed as inactive read as strong as hits
KOR beta-arrestin-1 = KOR agonists, beta-arrestin recruitment, primary screen, cell-based, luminescence, uHTS (AID 1777); KOR beta-arrestin recruitment, luminescence; higher % means a stronger effect; activation, % at 10 µM, or EC50 in µM where a hit was titrated; 0.02% of 280,000 active; in the data active means activation above about 50%, passing the limit was not always enough; further: a part of the inactive calls stands beside numbers as strong as those of hits
AID2073 = disruptors of CaV2.2 binding to Mint1 – biochemical, HTRF (AID 2073); HTRF protein-protein interaction, Mint1-CaV2.2; higher % means a stronger effect; inhibition, % at 20 µM, or IC50 in µM where a hit was titrated; 0.19% of 290,000 active; in the data active means inhibition mostly above about 51%, no sharp cut-off; inconclusive means no clear call, values can overlap the other calls; inactive means mostly below about 53%; further: some results filed as inactive read as strong as hits
Dengue-2 NS5 capping = Dengue-2 NS5 methyltransferase inhibitors, primary screen, biochemical, confirmation dose response (AID 588689); Dengue-2 NS5 methyltransferase capping enzyme assay, biochemical; higher % means a stronger effect; one-dose inhibition, % at 25 µM; IC50 in µM for titrated hits; 0.3% of 340,000 active; in the data active means a potency from the dose series; inconclusive means inhibition above about 29% without an active follow-up result
NOD2 inhibition = NOD2 signaling inhibitors, cell-based, luminescence, uHTS, HEK293 (AID 1566) | 0.63% of 290,000 active | one-dose inhibition, % at 4 µM; EC50 in µM for titrated hits | HEK293 NOD2/NF-kB luciferase reporter, luminescence; higher % means a stronger effect; further: many of its hits are not listed in these tables
NOD1 inhibition = inhibition of NOD1-driven NF-kB reporter – cell-based, luminescence, uHTS, primary screen (AID 1578). NOD1-driven NF-kB luciferase reporter cells, luminescence; higher % means a stronger effect. inhibition, % at 4 µM; hits with a dose series show EC50 in µM. 1% of 290,000 active; in the data active means inhibition mostly above about 36%, no sharp cut-off; inactive means mostly below about 34%;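 further: HEK-293T reporter cells stimulated with the NOD1 agonist gamma-tri-DAP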
West Nile antiviral = West Nile virus antiviral activity, cell-based, CPE readout (AID 1621) | West Nile virus-infected cells, CPE inhibition; higher % means a stronger effect | CPE inhibition, % at 10 µM, or IC50 in µM where a hit was titrated | 0.02% of 290,000 active; in the data active means a potency from the dose series; inconclusive means CPE inhibition mostly from about 3.7% at the one dose, without a potency; inactive means the rest, 99 in 100 with CPE inhibition below about 2.2%; further: strong numbers were not always called active
KOR beta-arrestin-2 = KOR antagonists, beta-arrestin recruitment, cell-based, luminescence, uHTS (AID 1778) | one-dose inhibition, % at 10 µM; IC50 in µM for titrated hits | KOR beta-arrestin recruitment, luminescence, antagonist mode; higher % means a stronger effect | 0.091% of 290,000 active; further: strong numbers were not always called active
Yfh1-depleted yeast = enhancers of respiration in Yfh1-depleted yeast, dose response, Friedreich's ataxia, plus single-dose screen (AID 1465) | S. cerevisiae Yfh1-off respiration, WST-1 reduction, 72 h; higher fold induction means a stronger effect | fold induction at 50 µM; hits with a dose series show EC50 in µM | 0.074% of 220,000 active;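 active means fold induction of absorbance versus untreated yeast above a set limit, then at least 30% activation at any dose in follow-up; inconclusive means repeats straddling the limit, or above it without dose testing; inactive means fold induction below the set limit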;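 further: activators that raise dye reduction in frataxin-depleted yeast; strong numbers were not always called active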
Dengue-2 NS5 capping pilot replicate = also measured in Dengue-2 NS5 capping; calls as there; inhibition, %; measured here: pilot screen replicate inhibition
* hit, by the source's call; i = inactive; ? = inconclusive; . = not tested or not shown; [ ] = another dose, or the depositor's remark. Unless noted, no stated cut-off is given here; in the data, active means inhibition above about 50%; inactive means the rest.

SMILES	HIV peptide binding	KOR beta-arrestin-1	AID2073	Dengue-2 NS5 capping	NOD2 inhibition	NOD1 inhibition	West Nile antiviral	KOR beta-arrestin-2	Yfh1-depleted yeast	others
CCN1CCCC1CN(Cc1cc2cc(C)ccc2[nH]c1=O)C(=O)Nc1ccccc1OC (configuration not stated)	3.0%	0.5%	?	1%	-17%	39%	0.8%	-69%	i
CSc1ncc(C(=O)Nc2ccc(C(C)=O)cc2)c(C)n1	3.3%	-4.2%	?	0%	-5%	1%	-0.7%	-8%	.
Cc1c(NC(=O)C(C#N)=C2CCCCC2)c(=O)n(-c2ccccc2)n1C	11%	6.9%	3%	1%	4%	-4%	0.3%	-1%	i
Cc1cccc(-c2ccc(NC(=O)C3CCN(CC4CC4)CC3)cc2)c1	0.8%	1.3%	2%	-3%	22%	-3%	39%	-106%[20 µM]	.	Dengue-2 NS5 capping pilot replicate=3.3
N#CCCN(Cc1cccnc1)C(=S)NCc1ccco1	0.3%	1.0%	34%	-5%	-7%	-8%	.	-27%	i
CCCS(=O)(=O)N1CCN(S(=O)(=O)c2ccccc2)CC1	0.2%	-2.0%	0%	-4%	5%	-10%	-0.4%	-10%	i
CCOC(=O)c1c(C)n(C)c2cc(Br)c(O)c(O)c12	-4.3%	-1.9%	-110%	1%	7%	-2%	-0.5%	11%	i
CC1CC(C)CN(C(=O)Nc2ccc(Br)cc2)C1 (configuration not stated)	-0.5%	0.5%	-4%	2%	6%	8%	-0.9%	-61%[20 µM]	i
COc1cc(SSc2cc(OC)cc([N+](=O)[O-])c2N)c(N)c([N+](=O)[O-])c1	6.7%	0.4%	-3%	26%	5%	-9%	0.0%	-1%	i
Cc1ccccc1-c1nc(SCc2ccccn2)c2c(=O)n(C)c(=O)n(C)c2n1	-1.3%	-1.6%	-30%	-2%	7%	-18%	-0.1%	-14%[20 µM]	i
COCCNC(=O)/C(C#N)=C1\N=C(N)c2ccccc21	0.3%	3.2%	-1%	-1%	3%	-16%	-0.3%	-20%	i
Cc1ccccc1NC(=O)Cn1cnc2c(oc3ccccc32)c1=O	-1.9%	0.7%	3%	-3%	-7%	-31%	-0.3%	-26%	i
CCOC(=O)N1CCN(Cc2nc3c(c(=O)n(C)c(=O)n3C)n2Cc2cccc3ccccc23)CC1	8.0%	0.1%	27%	-10%	7%	7%	-0.5%	6%	i
CCOc1ccc2nc(NC(=O)C3CCCN(S(=O)(=O)c4c(C)noc4C)C3)sc2c1 (configuration not stated)	-0.6%	3.2%	7%	-1%	-70%	-3%	0.5%	-1%	i
O=C(Nc1ccc2c(c1)OCO2)c1cccc2c1C(=O)N(Cc1cccnc1)C2	-1.1%	0.7%	?	6%	13%	-7%	-0.3%	6%	i
Cc1ccc(SCc2cc(=O)[nH]c(N3CCN(Cc4ccccc4)CC3)n2)cc1	-2.5%	-1.6%	0%	9%	2%	-11%	-0.2%	36%	i
COc1ccc(Cc2nc(C(=O)Nc3ccccc3)cs2)cc1	-1.9%	-1.3%	8%	-10%	6%	-5%	.	12%	.
COCCn1c(SCC(=O)Nc2nnc(C)s2)nnc1-c1ccncc1	2.2%	-2.8%	5%	-2%	12%	-8%	13%	19%	i
CCOC(=O)Cc1csc(NC(=O)CSc2nc3sc(C(=O)O)c(C)c3c(=O)[nH]2)n1	-0.6%	-4.7%	12%	-1%	8%	-12%	0.0%	2%	i
Cc1cc(NC(=O)NC(C)(C(F)(F)F)C(F)(F)F)no1	1.5%	0.3%	14%	3%	17%	2%	-0.8%	11%	i
COc1ccc2ccc(=O)oc2c1CC=C(C)C	-1.9%	-1.1%	0%	-5%	17%	-12%	0.1%	20%	i
O=C(NCc1ccco1)C(c1ccncc1)N(C(=O)Cc1cccs1)c1ccccc1 (configuration not stated)	-0.8%	.	-4%	-1%	3%	-34%	-1.8%	-36%[20 µM]	i
CN(C)S(=O)(=O)c1ccc(N2CCCC2)c(C(=O)Nc2ccccc2OC(F)F)c1	-2.9%	-3.8%	-8%	-1%	12%	-28%	0.2%	6%	i
CCCCN(CC)C(=S)Nc1ccc2nc(N3CCN(C)CC3)cc(C)c2c1	-2.0%	-2.2%	3%	3%	17%	-16%	0.3%	12%	i
CCn1c(SCC(=O)Nc2ccc(N3CCOCC3)cc2)nnc1-c1ccncc1	0.3%	-3.5%	6%	-7%	-4%	-41%	0.4%	16%	.
CCOC(=O)Cn1c(=O)c2c(nc(N3CCCCC3)n2C)n(C)c1=O	-0.5%	0.2%	28%	-2%	12%	-5%	0.0%	0%	i
O=C(CCS(=O)(=O)c1ccc(Br)cc1)Nc1cc(F)ccc1F	1.3%	7.5%	12%	-1%	18%	-29%	-1.4%	8%	i
Cc1cc2c(c(SCC(=O)N(C)c3ccccc3)n1)C(=O)OC2	-1.6%	6.0%	0%	0%	-13%	2%	0.4%	-19%	i
COc1ccc(CCn2c(C)cc(C(=O)COC(=O)c3cnccn3)c2C)cc1	0.9%	15%	6%	-3%	2%	-17%	0.0%	6%	.
Cc1onc(-c2ccccc2)c1C(=O)N1CC(C)OC(C)C1 (configuration not stated)	0.6%	2.8%	4%	2%	5%	-8%	-0.2%	-3%	i
Cc1ccc(S(=O)(=O)NCc2ccccc2)s1	1.3%	-6.8%	11%	-6%	0%	9%	-0.5%	-42%[20 µM]	.
Cc1ccc(Cn2cc(CCC(=O)O)c3ccccc32)cc1	1.0%	-6.7%	21%	-1%	13%	0%	-0.7%	20%	.
Cc1ccc(N=C2NC(=O)C(CC(=O)O)S2)cc1 (configuration not stated)	0.5%	4.5%	-1%	-2%	-12%	-28%	0.0%	1%	i
CC(C)C(C(=O)OCC(=O)c1ccccc1)N1C(=O)C2C3C=CC(C3)C2C1=O (configuration not stated)	1.6%	.	1%	-9%	-2%	3%	-0.6%	-19%[20 µM]	i
O=C(NCc1cccnc1)c1ccc(-c2cc(Cl)ccc2Cl)o1	0.4%	9.1%	6%	5%	49%	42%	-0.2%	-20%	i
Cc1noc(C)c1CSCc1ccc(Cl)cc1	-1.0%	-3.5%	-7%	.	14%	-20%	-0.3%	-25%	i
COC(=O)n1c(=O)oc2ccc(S(=O)(=O)N3CCCCC3)cc21	-2.0%	1.0%	-2%	0%	29%	2%	0.1%	25%	i
Cc1cccc2c(=O)c(C(=O)NCCc3ccccc3)c[nH]c12	-0.5%	-4.2%	0%	0%	-10%	-28%	-1.4%	-18%[20 µM]	.	Dengue-2 NS5 capping pilot replicate=0.0
CC1CC(C)CN(C(=O)c2cccc3c2-c2ccccc2C3=O)C1 (configuration not stated)	-2.7%	.	4%	6%	-2%	-4%	-0.2%	15%	i
Cn1nnnc1SCc1cccc2ccccc12	0.5%	2.3%	-4%	-6%	-11%	-4%	-0.9%	-56%	i
COc1ccc(N2CCN(c3cc(C)nc4ccc(OC)cc34)CC2)cc1	-1.1%	1.5%	-7%	-1%	14%	6%	-1.4%	-22%	.
Cc1ccc(-n2cccc2/C=C2/C(=N)N3C(=NC2=O)SN=C3S(C)(=O)=O)cc1Cl	6.3µM*	0.6%	29%	-4%	5%	36%	1.9%	9%	i
COc1cc(C(=O)N2CCN(c3ccc([N+](=O)[O-])cc3)CC2)ccc1OCc1c(C)noc1C	5.3%	-4.3%	3%	-4%	1%	-6%	-0.3%	9%	i
Nc1cccc(P(=O)(c2ccccc2)c2ccccc2)c1	-1.6%	1.8%	1%	-5%	7%	-19%	-0.8%	-26%	.
CCCn1c(SCC(=O)NCCc2ccccc2)nnc1-c1ccccn1	0.3%	3.8%	5%	-2%	4%	-30%	-0.9%	14%	i
O=C(NCc1cccs1)[C@@H]1CSC2c3ccccc3C(=O)N21 (some centres not stated)	-1.3%	-8.3%	-2%	15%	-4%	16%	0.1%	-5%	i
CCN1C(=O)S/C(=C/c2ccsc2)C1=O	0.7%	2.9%	-3%	-2%	-16%	-34%	-0.2%	-24%	i
Cc1[nH]c(=O)[nH]c(=O)c1S(=O)(=O)N1CCC(C(=O)NC(C)c2ccccc2)CC1 (configuration not stated)	0.9%	-0.9%	-1%	-5%	8%	-38%	0.2%	36%	i
COc1ccc(C(=O)CC(c2ccccc2)C2CCCCC2=O)cc1 (configuration not stated)	-2.0%	-0.1%	-4%	-6%	6%	-22%	-0.3%	-11%	i
CCCCC(NC(=O)Cc1c(C)c2cc3c(-c4ccccc4)coc3c(C)c2oc1=O)C(=O)O (configuration not stated)	47%	-5.5%	24%	51µM*	27%	3%	0.1%	-27%	.
Cc1ccc2ncnc(NCCCN3CCOCC3)c2c1	1.6%	-1.5%	4%	-3%	6%	-6%	-0.6%	-2%	i
CC(=O)Nc1ccc(S(=O)(=O)Nc2ccc3c(c2)OCO3)cc1	0.3%	-5.0%	-4%	-2%	16%	11%	-0.3%	7%	.
O=C(COc1ccc2ccccc2c1)N1CCCC1	1.5%	-3.0%	2%	2%	-48%	-44%	-0.2%	11%	i

Entries above that have two or more sulfur atoms (nine):
SMILES	HIV peptide binding	KOR beta-arrestin-1	AID2073	Dengue-2 NS5 capping	NOD2 inhibition	NOD1 inhibition	West Nile antiviral	KOR beta-arrestin-2	Yfh1-depleted yeast	others
CCCS(=O)(=O)N1CCN(S(=O)(=O)c2ccccc2)CC1	0.2%	-2.0%	0%	-4%	5%	-10%	-0.4%	-10%	i
COc1cc(SSc2cc(OC)cc([N+](=O)[O-])c2N)c(N)c([N+](=O)[O-])c1	6.7%	0.4%	-3%	26%	5%	-9%	0.0%	-1%	i
CCOc1ccc2nc(NC(=O)C3CCCN(S(=O)(=O)c4c(C)noc4C)C3)sc2c1 (configuration not stated)	-0.6%	3.2%	7%	-1%	-70%	-3%	0.5%	-1%	i
COCCn1c(SCC(=O)Nc2nnc(C)s2)nnc1-c1ccncc1	2.2%	-2.8%	5%	-2%	12%	-8%	13%	19%	i
CCOC(=O)Cc1csc(NC(=O)CSc2nc3sc(C(=O)O)c(C)c3c(=O)[nH]2)n1	-0.6%	-4.7%	12%	-1%	8%	-12%	0.0%	2%	i
Cc1ccc(S(=O)(=O)NCc2ccccc2)s1	1.3%	-6.8%	11%	-6%	0%	9%	-0.5%	-42%[20 µM]	.
Cc1ccc(-n2cccc2/C=C2/C(=N)N3C(=NC2=O)SN=C3S(C)(=O)=O)cc1Cl	6.3µM*	0.6%	29%	-4%	5%	36%	1.9%	9%	i
O=C(NCc1cccs1)[C@@H]1CSC2c3ccccc3C(=O)N21 (some centres not stated)	-1.3%	-8.3%	-2%	15%	-4%	16%	0.1%	-5%	i
CCN1C(=O)S/C(=C/c2ccsc2)C1=O	0.7%	2.9%	-3%	-2%	-16%	-34%	-0.2%	-24%	i

An excerpt; the hit share may differ from the screen's.
